Assay outcomes: PubChem BioAssay, several laboratories
NTR1 agonist = agonists of NTR1, primary screen, imaging, U2OS cells, beta-arrestin-GFP, high content (AID 493036) | Neurotensin receptor type 1 (Homo sapiens), P30989 | NTR1-U2OS beta-arrestin-GFP spot imaging, agonist mode | activation, % at 20 µM | 0.17% of 330,000 active;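 active means activation at or above 40% of the spot to cytoplasm intensity ratio, with at least 20 cells analyzed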;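 further: 0% = DMSO without peptide and 100% = 100 nM NTR1 peptide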
Target sequence (P30989 whole entry, looked up): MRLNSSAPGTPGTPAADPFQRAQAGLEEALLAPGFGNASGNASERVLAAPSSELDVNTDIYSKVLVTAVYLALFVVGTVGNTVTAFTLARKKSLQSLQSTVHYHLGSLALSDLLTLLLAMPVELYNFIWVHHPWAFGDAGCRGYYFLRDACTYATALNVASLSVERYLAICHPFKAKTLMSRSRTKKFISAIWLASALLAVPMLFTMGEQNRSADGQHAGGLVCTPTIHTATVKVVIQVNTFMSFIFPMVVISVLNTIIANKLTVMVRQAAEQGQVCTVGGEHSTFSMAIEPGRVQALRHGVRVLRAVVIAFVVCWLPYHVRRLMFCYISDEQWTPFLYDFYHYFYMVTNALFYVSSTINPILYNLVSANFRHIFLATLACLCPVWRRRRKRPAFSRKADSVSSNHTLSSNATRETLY
GPR55 LPI antagonism = GPR55 antagonists blocking LPI-driven arrestin recruitment, primary screen, imaging, U2OS, beta-arrestin-GFP, LPI agonist (AID 2013). G-protein coupled receptor 55 (Homo sapiens). U2OS GPR55 beta-arrestin-GFP translocation imaging, LPI antagonism; higher % means a stronger effect. inhibition, % at 10 µM, or IC50 in µM where a hit was titrated. 0.13% of 290,000 active;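 active means spots per cell inhibited over 60%, with over 100 cells counted and total cytoplasm intensity under 500,000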;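 further: U2OS cells stably carrying GPR55 and arrestin-GFP stimulated by 5 µM LPI near EC80; imaged beta-arrestin-GFP aggregate spots per cell after agonist stimulation; plate controls were LPI-stimulated DMSO wells for no effect and DMSO wells without LPI for full effect; some results filed as inactive read as strong as hits; confirmed hits need IC50 under 10 µM and bright autofluorescent wells are also inconclusive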
LYP phosphatase = inhibitors of LYP phosphatase, biochemical, fluorescence intensity, uHTS (AID 1779) | Tyrosine-protein phosphatase non-receptor type 22 (Homo sapiens) | recombinant LYP phosphatase, fluorescence intensity; higher % means a stronger effect | inhibition, % at 11.5 µM, or IC50 in µM where a hit was titrated | 0.054% of 290,000 active; in the data active means inhibition above about 50%;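 further: plate controls were vehicle with enzyme for no effect and no enzyme for full effect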
Siah-1 displacement = Siah-1 peptide-binding antagonists, primary screen, biochemical, fluorescence polarization, rhodamine-plectin, uHTS (AID 1817) | E3 ubiquitin-protein ligase SIAH1 (Homo sapiens) | Siah-1 / rhodamine-plectin peptide fluorescence polarization; higher % means a stronger effect | one-dose displacement, % at 20 µM; IC50 in µM for titrated hits | 0.02% of 290,000 active;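 active means displacement of at least 50% at 20 µM, with a fluorescence ratio check between 0.3 and a set limit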;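 further: plate controls were Siah plus tracer with DMSO for no effect and tracer alone without Siah for full effect; strong numbers were not always called active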
Myeloid diff MLP = induction of myeloid progenitor differentiation, primary screen, cell-based, flow cytometry, MLPCN library. 1% of 360,000 active. calls only at 10 µM. AID 624256, 2012. ER-HoxA9 myeloid progenitors, lysozyme-GFP differentiation;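 active means normalized GFP-positive differentiation at or above the plate's own cutoff, the solvent-only control mean plus 3 SD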;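 further: cells exposed to compound for four days before flow analysis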
Rac1 GTP hydrolysis = MgcRacGAP GTPase-activating activity inhibitors, confirmation, biochemical, ADP Hunter fluorescence. 0.6% of 340,000 active. AID 624330, 2012. inhibition, % at 30 µM; hits with a dose series show IC50 in µM. MgcRacGAP-stimulated Rac1 GTP hydrolysis, ADP Hunter fluorescence; higher % means a stronger effect; GST-tagged Rac1 F28L mutant substrate;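 active means first-screen hits whose inhibition reached a set limit at any dose in the follow-up dose series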;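 further: fluorescence reports GDP produced by GAP-driven GTP hydrolysis; strong numbers were not always called active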
HIV peptide binding = inhibitors of HIV fusion peptide binding, primary screen, biochemical, uHTS, fluorescence dequenching (AID 1986). inhibition, % at 20 µM; hits with a dose series show IC50 in µM. 0.3% of 290,000 active. cell-free peptide binding, fluorescence dequenching, 30 min; higher % means a stronger effect; in the data active means inhibition mostly above about 52%, no sharp cut-off; inactive means mostly below about 76%; further: some results filed as inactive read as strong as hits
GPR35 antagonists = GPR35 antagonists blocking zaprinast-driven arrestin recruitment, primary screen, imaging, U2OS, beta-arrestin-GFP, zaprinast agonist (AID 2058) | G-protein coupled receptor 35 (Homo sapiens) | 0.052% of 290,000 active | inhibition, % at 10 µM; hits with a dose series show IC50 in µM | U2OS GPR35 beta-arrestin-GFP translocation imaging, zaprinast antagonism; higher % means a stronger effect;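 active means inhibition of at least 50% with at least 30 cells and total cytoplasm GFP at most 10,000,000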
PhoP inhibition = inhibitors of PhoP regulon expression, primary screen, Salmonella Typhimurium, GFP reporter (AID 1863). S. Typhimurium PhoP-regulated promoter GFP reporter, 4 h; higher % means a stronger effect. one-dose inhibition, % at 50 µM; IC50 in µM for titrated hits. 0.16% of 300,000 active;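 active means inhibition over 29.93%, a cutoff 3 SD above the screen mean, later confirmed by dose response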;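 further: 0% = low Mg2+ inducing control and 100% = high Mg2+ repressing control; strong numbers were not always called active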
NTR1 agonist cell count 20 µM = second read-out of NTR1 agonist, no call of its own (marks repeat the call); cell count; measured here: cell count, cytotoxicity flag
Myeloid diff MLP GFP+ MAC1+ % = recorded beside Myeloid diff MLP, whose call it bears; GFP+ MAC1+ double positive, %; measured here: differentiation confirmed by MAC1 staining
* hit, by the source's call; i = inactive; . = not tested or not shown; + = active, no number.

Structure	NTR1 agonist	NTR1 agonist cell count 20 µM	GPR55 LPI antagonism	LYP phosphatase	Siah-1 displacement	Myeloid diff MLP	Myeloid diff MLP GFP+ MAC1+ %	Rac1 GTP hydrolysis	HIV peptide binding	GPR35 antagonists	PhoP inhibition
Cc1ccc(NC(=O)CCn2nnc3ccccc32)cc1	0.4	50	-2%	-5%	4%	i	0.0	7%	0.9%	21%	12%
O=c1c2nnn(-c3ccc(Cl)cc3)c2ncn1Cc1ccccn1	2.8	62	-4%	-7%	6%	i	0.5	4%	4.1%	2%	-3%
Cc1cc(C)nc(NC(=O)CSc2nn(-c3ccccc3)c(=S)s2)n1	4.4	69	1%	-6%	-3%	i	0.8	-6%	11%	-10%	-4%
Cc1nc2cc(-c3ccc(Br)cc3)[nH]n2c(=O)c1Cl	1.3	68	-11%	-3%	3%	i	0.6	12%	2.9%	-4%	-10%
COC(=O)C(Cc1c[nH]c2ccccc12)NC(=O)c1cncc(Br)c1 (configuration not stated)	-0.5	87	-14%	-5%	-8%	i	0.5	.	0.0%	-6%	-12%
Cc1ccc2nc(C)c(C(=O)N/N=C/c3ccc(C(=O)O)cc3)cc2c1	-0.1	46	0%	-6%	-1%	i	0.2	3%	-2.4%	9%	2%
CC1CCCC(C)N1CCNC(=O)Cn1nc(-c2ccccc2)ccc1=O (configuration not stated)	0.0	37	-1%	-1%	-4%	i	6.7	2%	-2.0%	-8%	2%
O=C(O)c1ccc(S(=O)(=O)NCC2CCCO2)cc1 (configuration not stated)	3.2	57	-6%	-6%	3%	i	0.6	11%	-1.0%	27%	-4%
CCN(CC)S(=O)(=O)c1ccc(/C=C/C(=O)OCC(=O)NCc2ccc3c(c2)OCO3)cc1	-0.2	59	11%	-4%	10%	i	0.8	1%	-0.9%	-9%	0%
Cc1ccc(S(=O)(=O)N2CCN(CC(=O)NC(=O)NCc3ccccc3)CC2)cc1C	-0.1	59	-1%	-4%	-4%	i	0.6	3%	-0.9%	4%	-9%
Cc1ccc2oc(=O)c3cnn(CC(=O)Nc4ccccc4N4CCN(C)CC4)c3c2c1	-2.3	89	27%	-6%	-2%	i	2.2	1%	-2.3%	-14%	4%
COc1ccc(N(C(=O)Cc2cccs2)C(C(=O)NC2CCCCC2)c2cccn2C)cc1OC (configuration not stated)	-0.9	63	8%	-2%	7%	i	0.0	11%	0.4%	-4%	5%
CCCCOC(=O)c1ccc(Nc2ncnc3nc[nH]c23)cc1	0.8	90	8%	-1%	1%	i	1.6	1%	2.4%	1%	-7%
Cc1cccc(-c2nnc(-c3ccc(N)cc3)o2)c1	0.4	76	4%	-3%	-9%	i	0.0	-6%	-4.5%	14%	-3%
CCOC(=O)N1CCN(C(=O)C2CCN(S(=O)(=O)c3ccc(C)cc3)CC2)CC1	-1.4	86	1%	-3%	0%	i	1.3	5%	-2.1%	-4%	4%
O=C(Nc1nnc(C2CC2)s1)c1ccco1	-0.6	58	-9%	5%	2%	i	0.3	15%	-0.7%	-1%	3%
CCOc1ccc(OCc2ccc(C(=O)O)o2)cc1	5.5	34	9%	0%	3%	i	1.2	3%	9.0%	1%	-12%
O=C(OCc1cc(=O)n2c(n1)sc1ccccc12)c1cccc(O)c1	2.0	59	-8%	-1%	20%	i	1.0	17%	2.3%	-10%	-4%
Cc1onc(-c2ccccc2)c1C(=O)OCCOc1ccc([N+](=O)[O-])cc1[N+](=O)[O-]	2.2	45	1%	-1%	-4%	i	1.0	11%	-0.3%	-9%	8%
O=C(NCCCN1CCN(c2ccccc2F)CC1)Nc1ccccc1[N+](=O)[O-]	1.1	54	11%	0%	1%	i	0.4	-13%	-0.5%	1%	1%
O=S(=O)(c1ccc(F)cc1)N1CCC2(CC1)OCCO2	2.0	40	15%	-9%	-6%	i	0.4	3%	0.2%	19%	2%
O=C(O)c1cc(-c2ccc(-c3ccc(F)cc3)o2)nc2ccccc12	-0.8	61	12%	-8%	-2%	i	3.3	15%	28%	0%	1%
COc1cc2c(cc1OC)-c1cc(NC3CCCC3)nc(=O)n1CC2	4.6	68	-21%	-7%	-4%	i	3.0	8%	0.9%	-12%	-1%
CC(C)C(NC(=O)CN(c1cccc(F)c1)S(C)(=O)=O)C(C)C	-3.6	96	2%	-4%	2%	i	0.2	3%	3.2%	-14%	5%
O=C(CSc1nc2ccc(Cl)cc2[nH]1)NC1CCCc2ccccc21 (configuration not stated)	6.8	73	8%	-4%	2%	i	0.4	13%	-0.2%	3%	5%
CN1Cc2c(N3CCOCC3)nc(SCc3ccccc3)c(C#N)c2CC1(C)C	3.0	56	-6%	-4%	2%	i	6.4	-1%	2.1%	-11%	-12%
CCC(=O)Nc1nnc(S(=O)(=O)N(C)c2cc(C)cc(C)c2)s1	1.7	89	0%	-7%	-4%	i	0.3	7%	3.5%	11%	12%
O=C(NC1=NCCS1)c1ccccc1OCc1ccc(F)cc1	-1.7	54	12%	-2%	2%	i	1.2	-2%	-1.3%	5%	9%
Cc1cc(C)nc(NS(=O)(=O)c2ccccc2)n1	-0.7	46	12%	0%	4%	i	3.8	0%	7.4%	-1%	0%
Cn1cc(CN2CCC(Oc3ccc(C(=O)N4CCCC4)cc3)CC2)cn1	-0.6	50	8%	-14%	0%	i	3.0	-38%	-0.3%	-8%	7%
CC1(C)C([N+](=O)[O-])C(c2ccc(O)cc2)NC(c2ccc(O)cc2)C1[N+](=O)[O-] (configuration not stated)	0.5	42	-7%	-3%	0%	i	0.3	5%	1.9%	-29%	-8%
Cc1ccc(OCc2nnc(SCc3nc4ccccc4[nH]3)n2Cc2ccco2)cc1	0.1	33	9%	-5%	1%	+	3.0*	4%	-3.0%	16%	-4%
O=C(O)c1ccccc1C(=O)Nc1ccc(Oc2cccc(C(F)(F)F)c2)nc1	-0.1	53	-25%	-1%	1%	i	0.3	9%	88%	-3%	.
O=C(Nc1ccc(Cl)cc1)NC1CCCc2ccccc21 (configuration not stated)	1.4	61	-6%	0%	3%	i	0.7	3%	-1.7%	8%	-6%
CNc1nc(SC(C)C(=O)Nc2ccc(Cl)c(Cl)c2)nc(N2CCOCC2)n1 (configuration not stated)	-1.7	56	1%	-9%	4%	i	1.4	8%	-1.0%	5%	6%
CCN(CC)C(=O)COc1coc(CN2CCN(c3ccccc3)CC2)cc1=O	1.4	49	4%	-4%	-3%	i	3.8	4%	-0.3%	5%	-5%
CCN1CCCC1CN(Cc1cc2ccc(C)c(C)c2[nH]c1=O)C(=O)Nc1ccccc1OC (configuration not stated)	-1.3	35	-1%	-6%	-4%	i	0.8	7%	-0.8%	-8%	2%
C=CCNC(=O)c1cccc(Br)c1	0.1	80	-6%	3%	7%	i	2.4	8%	-3.0%	-6%	12%
CCOc1ccc2nc(NC(=O)c3ccccn3)sc2c1	7.5	44	20%	-2%	8%	i	0.5	14%	1.0%	3%	-5%
Cc1nnc(SCc2ccc(Cl)cc2)nc1/C=C/N(C)C	0.0	71	11%	2%	-4%	i	0.0	9%	9.1%	-19%	0%
CCCCSc1nc(N)c(C#N)c(-c2cccs2)c1C#N	9.5	81	4%	-1%	3%	i	1.7	4%	0.1%	-2%	2%
O=C1c2ccccc2C(=O)N1CCCCn1c(=O)oc2ccccc21	0.0	68	-13%	-6%	3%	i	0.6	7%	24%	-15%	1%
Cc1ccccc1NC(=O)C(=O)N/N=C/c1cccc(Br)c1	1.8	51	-3%	-6%	6%	i	0.4	2%	0.4%	1%	6%
CSc1n[nH]c(=O)n1-c1cccc(Cl)c1	-0.9	42	2%	-5%	3%	i	0.4	6%	-2.9%	24%	-5%
O=C(Nc1cc(Sc2nc3ccccc3s2)cc([N+](=O)[O-])c1)c1ccccc1	5.2	41	-16%	4%	2%	i	0.8	10%	-0.5%	1%	8%
O=C(CSc1nncs1)NCc1ccc2c(c1)OCO2	1.2	85	-8%	1%	-1%	i	1.0	7%	0.6%	0%	.
CC1CCCCN1C(=O)C1CCN(S(=O)(=O)c2ccc(-n3cnnn3)cc2)CC1 (configuration not stated)	1.0	48	0%	-4%	-4%	i	1.8	1%	1.0%	12%	-5%
COc1ccccc1CNC(=O)CCSCc1cccc(Cl)c1	-1.9	72	27%	-1%	6%	i	0.9	0%	1.0%	17%	4%
N#CCC(=O)Nc1ccc(C(=O)OCC(=O)Nc2ccccc2-c2ccccc2)cc1	5.4	31	7%	4%	10%	i	0.3	.	7.6%	-16%	5%
Brc1cc2c(cc1COc1ccc(-c3nn[nH]n3)cc1)OCO2	1.4	52	-6%	1%	-4%	i	0.7	8%	62%	5%	-12%
CC(C)CC(=O)NC(=S)Nc1ccc(Cl)cn1	0.1	47	-2%	-8%	3%	i	0.5	13%	-1.3%	2%	-1%
COc1ccccc1C(=O)NC(=O)COC(=O)CNC(=O)c1ccc(Cl)cc1Cl	0.6	71	.	.	.	i	0.7	3%	.	.	-8%
O=C(N/N=C\c1ccc(-c2ccc(Cl)c(Cl)c2)o1)C(=O)N1CCCC1	0.9	34	-8%	1%	1%	i	1.0	7%	0.2%	-12%	-16%
CC(=O)Oc1ccc(C(=O)Nc2ccccc2C(=O)Nc2cccc(C(=O)O)c2)cc1	-1.2	60	-1%	9%	1%	i	0.8	8%	4.8%	-10%	-5%
COc1ccccc1N(CC(=O)NCc1ccccc1)C(=O)CCC(=O)Nc1nccs1	-0.6	36	-1%	-9%	6%	i	0.5	4%	2.3%	23%	-3%
CC(=O)Nc1ccc(S(=O)(=O)NC2=NCN(c3cccc([N+](=O)[O-])c3)CN2)cc1	-0.3	60	-2%	-11%	-4%	i	0.1	5%	0.2%	0%	0%
